L3MBTL1 block: inhibitors of human L3MBTL1; Q9Y468; AlphaScreen L3MBTL1–H3K9me1 peptide binding; Potency, µM (highest dose often 57.1 µM), without a hit: top-dose activity, negative = inhibition, most hits filed as inhibitors; 0.66% of 230,000 active; also: potency is read from the fitted curve at half-maximal effect; % is scaled to controls: 0 for no effect and ±100 for the full control effect; nearly all actives have a fitted effect of over 60% in size
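Read-out is AlphaScreen signal from streptavidin donor and nickel chelate acceptor beads (10 ug/mL final each) bridging L3MBTL1 (50 nM) and biotinylated K9-monomethylated H3(1-15) peptide (75 nM), after 30 min compound exposure at room temperature.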
KinaseGlo FLuc: counter-screen: inhibitors of Kinase-Glo firefly luciferase | Kinase-Glo luciferase, ATP luminescence, 8 min | Q27757 | AID 1379 | Potency, µM (highest dose often 38.3 µM), inactives show top-dose activity change, negative = inhibition, usual class: inhibitors | 0.28% of 200,000 active; also: potency is read from the fitted curve at half-maximal effect; % is scaled to controls: 0 for no effect and ±100 for the full control effect; nearly all actives have a fitted effect of over 60% in size
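Light output from Kinase-Glo luciferase with luciferin and 10 uM ATP in 50 mM imidazole pH 7.2, KCl, MgCl2, Tween 20, BSA; compound pin-delivered, 8-min ambient incubation, then luminescence read.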
NPSR antag: blocks cAMP signaling of the human neuropeptide S receptor | 1% of 220,000 active | AID 1461 | CHO-NPSR cells, cAMP TR-FRET, antagonist mode | Potency, µM (top dose mostly 38.3 µM), for inactives: at the top dose activity change, negative = inhibition, hits mostly inhibitors; also: potency is read from the fitted curve at half-maximal effect; % is scaled to controls: 0 for no effect and ±100 for the full control effect; nearly all actives have a fitted effect of over 50% in size; many of its hits are not listed in these tables
Target sequence (Q6W5P4 whole entry, looked up): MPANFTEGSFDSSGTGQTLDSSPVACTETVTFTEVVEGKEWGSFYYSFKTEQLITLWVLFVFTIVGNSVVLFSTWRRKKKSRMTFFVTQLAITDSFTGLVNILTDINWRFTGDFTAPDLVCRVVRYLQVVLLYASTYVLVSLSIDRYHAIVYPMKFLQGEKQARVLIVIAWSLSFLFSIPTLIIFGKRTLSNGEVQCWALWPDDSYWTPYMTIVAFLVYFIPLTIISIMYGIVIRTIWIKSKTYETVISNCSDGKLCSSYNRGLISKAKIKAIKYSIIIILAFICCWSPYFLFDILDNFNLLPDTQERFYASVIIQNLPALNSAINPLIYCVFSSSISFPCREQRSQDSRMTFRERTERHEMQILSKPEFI
IMPase Li cell: membrane-permeable IMPase blocker, potentiated with lithium. Potency, µM (doses to about 59.4 µM), inactives show at the top dose activity, negative = IMPase inhibition, hits mostly inhibitors. 0.35% of 210,000 active. CHO-M1 cells, IP1 TR-FRET (IP-One), carbachol + lithium;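 also: IP1 builds up when IMPase is blocked and the TR-FRET signal falls; potency is read from the fitted curve at half-maximal effect; plate controls were basal vehicle for no effect and high inhibitor control for full effect; nearly all actives have a fitted effect of over 50% in size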
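Concentration–response in CHO-M1 cells, lithium-potentiated; 30 min at 37C. IP1 detected by competitive TR-FRET after 10 min lysis at RT. Hill-fitted AC50.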
CBFb RUNX1 block: CBF-beta/RUNX1 interaction disruption; Potency, µM (highest dose often 59.8 µM), for inactives: top-dose activity, negative = inhibition, actives largely listed as inhibitors; 230,000 tested, under 10 active; AlphaScreen CBFb-His/RUNX1-biotin binding, biochemical; AID 1477; Q01196+Q13951; also: % of control where 0% means no effect
Target sequence (Q01196 whole entry, looked up): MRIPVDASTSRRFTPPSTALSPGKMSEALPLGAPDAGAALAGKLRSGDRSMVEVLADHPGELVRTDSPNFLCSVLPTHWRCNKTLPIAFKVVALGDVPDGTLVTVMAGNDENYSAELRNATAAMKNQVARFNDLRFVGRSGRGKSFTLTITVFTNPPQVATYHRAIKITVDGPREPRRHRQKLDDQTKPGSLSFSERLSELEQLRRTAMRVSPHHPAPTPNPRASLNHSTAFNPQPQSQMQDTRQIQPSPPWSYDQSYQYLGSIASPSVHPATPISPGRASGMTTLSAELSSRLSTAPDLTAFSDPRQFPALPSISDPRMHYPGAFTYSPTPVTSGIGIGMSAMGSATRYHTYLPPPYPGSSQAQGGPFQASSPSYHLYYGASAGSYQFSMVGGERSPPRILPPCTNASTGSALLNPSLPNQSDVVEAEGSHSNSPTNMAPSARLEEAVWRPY
Target sequence (Q13951 whole entry, looked up): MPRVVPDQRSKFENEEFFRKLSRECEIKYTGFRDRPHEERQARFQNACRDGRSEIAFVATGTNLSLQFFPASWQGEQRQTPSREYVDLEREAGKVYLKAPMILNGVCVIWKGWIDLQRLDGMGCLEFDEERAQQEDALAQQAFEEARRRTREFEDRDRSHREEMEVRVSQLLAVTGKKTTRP
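AlphaScreen proximity signal reports loss of binding between His-tagged CBF-beta and biotin-labelled RUNX1, each at 30 nM. Proteins are pre-associated for 20 minutes, compounds added for 15 minutes, then beads for 90 minutes, all at ambient temperature.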
HTT aggregate: inhibitors of mutant huntingtin aggregate formation in PC12 cells; PC12 HttQ103-GFP aggregates, Acumen cytometry, 40 h; Potency, µM (titrated, usually from 46.1 µM), without a hit: at the highest dose activity change, negative = inhibition, hits mostly inhibitors; 1.1% of 220,000 active; also: potency is read from the fitted curve at half-maximal effect; % is scaled to controls: 0 for no effect and ±100 for the full control effect; nearly all actives have a fitted effect of over 60% in size
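Using laser scanning cytometry, GFP-positive aggregates were counted after lysis of PC12 cells induced with 100 nM tebufenozide to express HTT exon 1 Q103–GFP. Compounds were tested in titration.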
Epigenetic derep: epigenetic control regulation, reporter derepression; Potency, µM (doses to about 53.9 µM), for inactives: top-dose GFP activation, hits mostly activators; murine LDR cells, GFP reporter derepression, 30 h; 0.2% of 280,000 active; also: potency is read from the fitted curve at half-maximal effect; % of control where 0% means no effect; nearly all actives have a fitted effect of over 60% in size
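Reporter derepression read as number of fluorescent GFP-positive objects, 20-120 um in size, counted by laser-scanning cytometer. Mouse LDR line with an epigenetically silenced CMV-GFP locus; compound incubation 30 h, 37 C.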
Active calls of the source: *; ? = inconclusive; . = no result given; & = joins results of further samples; [ ] = another dose, or the depositor's remark. Calls follow the shape of the dose curve; as a rule, active = well fitted curve in the direction sought with a large enough effect; inconclusive = small, poorly fitted or top-dose-only effect, or another doubt; inactive = no such curve, though single readings can be large; an effect the other way counts as inactive or inconclusive. The list is partial. The share of hits here may be higher or lower than overall.

The line under a structure holds: L3MBTL1 block | KinaseGlo FLuc | NPSR antag | IMPase Li cell | CBFb RUNX1 block | HTT aggregate | Epigenetic derep
> CN1CC(=O)N(CC(=O)N2N=C(c3ccc(Cl)cc3)CC2c2ccco2)C1=O (stereo unspecified)
  . | 0.0% | 1.2% | 5.0% | 5.0% | -11.1% | ?
> Cc1ccc(-c2nc3ncccc3o2)cc1NC(=O)c1sc2ccccc2c1Cl
  -6.2% | 3.7% | 14.7%[46.1 µM] | -22.1%[38.3 µM] | -0.8% | 8.3% | 3.1%
> O=C(CCN1C(=O)C2C3C=CC(C3)C2C1=O)Nc1ccc2ncccc2c1 (stereo unspecified)
  0.5% | 2.6% | -12.6%[46.1 µM] | 17.7%[38.3 µM] | -2.4% | 11.1% | 6.0%
> CN(C)C(=O)c1ccc(-n2cccn2)nc1
  4.7% | -3.5% | 19.1% | -3.7% | -4.0% | 11.5% | -1.4%
> CC(C)CC1CC(=O)OC1(C)C(=O)CSc1nc2ccccc2s1 (stereo unspecified)
  18.0% | -0.8% | -25.6%[46.1 µM] | 8.6%[38.3 µM] | 12.5% | 2.8% | -0.1%
> COc1ccc(C2CC(C(F)(F)F)n3ncc(C(=O)O)c3N2)cc1OC (stereo unspecified)
  7.2% | -0.3% | -0.3%[46.1 µM] | -3.8%[38.3 µM] | 6.9% | -2.3% | 3.3%
> Cc1ccc(-n2nc(C(=O)O)cc2-c2ccccc2)cc1
  . | 5.4% | -12.6%[46.1 µM] | 16.6%[38.3 µM] | 5.2% | 8.2% | 0.1%
> CC(=O)N1CCC2(CC1)C(C#N)=C(N)Oc1c2sc2nc(C)cc(C)c12
  6.6% | 1.3% | -2.3%[46.1 µM] | -2.7%[38.3 µM] | -0.4% | 23.7% | 3.0%
> Cc1ccc(S(=O)(=O)NC2c3cccc4cccc(c34)C2Sc2nncn2C)cc1 (stereo unspecified)
  -9.8% | -0.3% | 7.1% | -8.9% | ? | -1.0% | -0.5%
> CCC(=O)c1ccc(OCC(O)CN2CCOCC2)cc1 (stereo unspecified)
  . | 7.5% | 7.6%[46.1 µM] | -5.3%[38.3 µM] | -1.2% | -1.1% | -0.9%
> COc1ccc(C(=O)N/N=C2/SCC(=O)N2Cc2ccc3c(c2)OCO3)cc1OC
  3.9% | 1.0% | -8.0%[46.1 µM] | -22.6%[38.3 µM] | 0.0% | 8.0% | -1.3%
> COc1ccc(NS(=O)(=O)c2ccc(N3CCCC3)c(NC(=S)Nc3cccc(S(=O)(=O)N(C)C)c3)c2)cc1
  -11.2% | 1.1% | 4.5% | 8.3% | -23.3% | -15.8% | 0.0%
> CN(C)c1ccc(/C=C(/C#N)C(=O)NCc2ccccc2)o1
  -1.0% | 4.0% | -13.2% | 9.6% | -6.2% | 6.6% | 16.8%
> O=C(COC(=O)/C=C/c1nc2ccccc2s1)Nc1ccccc1Oc1ccccc1
  -0.6% | -1.7% | 8.4% | 6.7% | -5.2% | 16.1% | 0.0%
> COc1ccc(NC(=O)CCN2C(=O)c3ccncc3C2=O)cc1OC
  . | . | 15.7% | . | 12.3% | 1.6%[9.22 µM] | -0.9%
> CC(C)(C)C(=O)N1CCC(O)(CS(=O)(=O)c2ccc(Cl)c(Cl)c2)CC1
  8.6% | 0.3% | 2.0% | -5.4% | 18.1% | -0.8% | 2.4%
> Cc1onc(-c2ccccc2)c1C(=O)N1CCCc2ccccc21
  -1.9% | 15.1% | ? | 12.3%[38.3 µM] | 13.1% | 11.8% | -6.3%
> Cc1ccc(-c2nnc3n2N=C(c2ccc(Br)cc2)CS3)cc1
  0.5% | 1.8% | -3.2%[46.1 µM] | 18.5%[38.3 µM] | 0.6% | -5.1% | 0.5%
> O=C1CCC/C(=N\NC(=O)c2ccc(CSc3cccc4cccnc34)cc2)C1
  ? | -2.6% | -0.4% | -7.3% | -19.1% | -1.7% | -0.5%
> CCC(C)(C)NC(=O)CN(C(=O)c1snc(C(N)=O)c1N)c1ccc(OC)c(OC)c1
  . | 0.4% | -19.7%[46.1 µM] | 17.8%[38.3 µM] | 2.8% | 5.3% | -4.2%
> O=C(Nc1ccc(S(=O)(=O)N2CCCC2)cc1)c1cccnc1
  . | -1.5% | 8.7%[46.1 µM] | 19.4%[38.3 µM] | 4.9% | 1.0% | -1.0%
> COc1ccc(C(=O)O/N=C2\CCCc3nonc32)cc1
  12.3% | -0.4% | 8.7% | 6.5% | 7.6% | -23.9% | 5.1%
> CCCC(=O)OC1CCS(=O)(=O)c2sccc21 (stereo unspecified)
  7.3% | 0.5% | 8.6% | 1.5% | -5.3% | 22.0% | -1.2%
> O=C(CN1CCN(c2ccc(Cl)cc2[N+](=O)[O-])CC1)N1CCOCC1
  9.4% | . | 52.4% | . | -2.9% | 4.9%[9.22 µM] | 2.7%
> Cc1ccc(Cl)cc1NC(=O)Cn1cc(C(F)(F)F)cc(Cl)c1=O
  5.2% | 0.5% | 1.4% | -0.9% | -3.4% | -9.9% | -0.1%
> CCOc1ccc(C(=O)Nc2cc(OC)ccc2OC)cc1
  -4.0% | -2.4% | -20.0%[46.1 µM] | 5.1%[38.3 µM] | -1.3% | -9.6% | -0.9%
> COc1ccc(/C=C/C(=O)Oc2ccc(/C=N/NC(=O)COc3c(C)cccc3C)cc2)cc1
  -4.7% | 0.5% | -20.3%[46.1 µM] | 10.9% | 2.2% | 7.0% | -1.1%
> Cc1nn(-c2cccc(C(=O)O)c2)c(C)c1[N+](=O)[O-]
  ? | 3.7% | 3.2% | -1.9% | 10.2% | -4.6% | -1.0%
> NC(N)=Nc1nc2cc([N+](=O)[O-])ccc2o1
  -3.1% | -2.7% | -11.4% | -4.1% | 9.3% | -4.7%[9.22 µM] | -2.4%
> O=C(c1nn2c(C(F)(F)F)cc(-c3ccc(F)cc3)nc2c1Cl)N1CCOCC1
  30.4%[activator] | 1.3% | -6.7%[46.1 µM] | 9.2%[38.3 µM] | -0.2% | 16.7% | -7.5%
> CCCNNC(=O)C(O)(c1ccccc1)c1ccccc1
  ? | . | 4.6%[46.1 µM] | . | 5.5% | ? | 0.0%
> CCc1nnc(NC(=O)CSc2nc(-c3ccc(OC)cc3)ns2)s1
  7.2% | 1.0% | -3.1%[46.1 µM] | -0.8% | 7.7% | 11.7% | -4.6%
> O=C(Nc1nccs1)c1cc(-c2ccncc2)nc2ccccc12
  -11.4% | -2.2% | 5.0% | 2.0% | ? | ? | -2.1%
> Fc1ccc(CNCCC(Cc2ccccc2)c2ccco2)cc1 (stereo unspecified)
  -4.1% | . | -52.8% | . | 4.4% | -3.7%[9.22 µM] | -1.1%
> COc1ccc(S(=O)(=O)Nc2ccc(N(C)C(C)=O)cc2)cc1
  . | 17.1% | 4.9%[46.1 µM] | 23.3%[38.3 µM] | -1.1% | -5.2% | -1.2%
> O=C(NC(c1ccccc1)c1ccccc1)N1CCN(CCO)CC1
  5.3% | 0.6% | -3.2%[46.1 µM] | 0.8%[38.3 µM] | 2.9% | ? | 0.9%
> CCOC(=O)c1ccc(NC(=O)Nc2ncccc2C)cc1
  6.4% | -8.8% | 9.2% | 5.6% | 0.9% | 27.4% | -1.2%
> COC(=O)c1cccc(NC(=O)c2cccnc2C(=O)O)c1C
  4.7% | 0.2% | -26.2% | -3.3% | ? | -18.9%[9.22 µM] | -1.1%
> Cc1cccc(N/C=C(\[N+](=O)[O-])S(=O)(=O)c2ccccc2)c1C
  ? | -2.6% | 0.0% | -1.1% | 2.3% | -0.5% | -1.4%
> CCCNC(=O)OCC12CC3CC(CC(C3)C1)C2
  ? | -1.6% | -29.4% | -11.7% | 13.4% | -10.7% | -1.0%
> COc1ccc(CCNCCC(=O)Nc2c(C)cc(C)cc2C)cc1OC
  6.0% | -1.1% | 10.4% | 5.3% | 4.6% | 17.9% | 1.1%
> COc1cc(OC)c(NC(=O)CCNS(=O)(=O)c2ccc3c(c2)oc(=O)n3C)cc1Cl
  ? | -0.8% | 0.3% | -1.2% | 15.4% | -7.0% | -0.4%&-2.5%
> CCN1CCN(c2cc(C)c3cc(NC(=S)N4CCN(c5ccc(F)cc5)CC4)ccc3n2)CC1
  . | 2.2% | -7.4% | -5.9% | 2.9% | ? | 4.4%
> COc1ccccc1NS(=O)(=O)c1cc(N)ccc1N1CCCCC1
  -23.8% | 3.0% | -9.3% | -3.2% | -24.4% | -2.5% | -3.4%
> CC1(C)CC(=O)C2=C(C1)Nc1ccccc1NC2c1nc2ccccc2[nH]1 (stereo unspecified)
  30.7%[activator] | 3.5% | 0.7%[46.1 µM] | 13.6%[38.3 µM] | -3.1% | 15.2% | -1.6%
> Cc1ccc(NC(=O)CCCC(=O)O)c(Br)c1
  . | 2.1% | -11.2%[46.1 µM] | 14.0%[38.3 µM] | 4.3% | -10.3% | 3.6%
> CC(=O)NC(Cc1ccc(F)cc1)C(=O)NC1CCN(c2nnnn2-c2ccccc2)CC1 (stereo unspecified)
  0.0%[11.4 µM] | -0.9% | 2.4%[46.1 µM] | 34.4%[activator][38.3 µM] | 2.8% | -1.2% | 0.0%

Sorted by number of heavy atoms (ascending): some entries from above
The line under a structure holds: L3MBTL1 block | KinaseGlo FLuc | NPSR antag | IMPase Li cell | CBFb RUNX1 block | HTT aggregate | Epigenetic derep
> CN(C)C(=O)c1ccc(-n2cccn2)nc1
  4.7% | -3.5% | 19.1% | -3.7% | -4.0% | 11.5% | -1.4%
> Cc1ccc(NC(=O)CCCC(=O)O)c(Br)c1
  . | 2.1% | -11.2%[46.1 µM] | 14.0%[38.3 µM] | 4.3% | -10.3% | 3.6%
> CCC(=O)c1ccc(OCC(O)CN2CCOCC2)cc1 (stereo unspecified)
  . | 7.5% | 7.6%[46.1 µM] | -5.3%[38.3 µM] | -1.2% | -1.1% | -0.9%
> Cc1cccc(N/C=C(\[N+](=O)[O-])S(=O)(=O)c2ccccc2)c1C
  ? | -2.6% | 0.0% | -1.1% | 2.3% | -0.5% | -1.4%
> CC1(C)CC(=O)C2=C(C1)Nc1ccccc1NC2c1nc2ccccc2[nH]1 (stereo unspecified)
  30.7%[activator] | 3.5% | 0.7%[46.1 µM] | 13.6%[38.3 µM] | -3.1% | 15.2% | -1.6%
> O=C1CCC/C(=N\NC(=O)c2ccc(CSc3cccc4cccnc34)cc2)C1
  ? | -2.6% | -0.4% | -7.3% | -19.1% | -1.7% | -0.5%
> COc1ccc(C(=O)N/N=C2/SCC(=O)N2Cc2ccc3c(c2)OCO3)cc1OC
  3.9% | 1.0% | -8.0%[46.1 µM] | -22.6%[38.3 µM] | 0.0% | 8.0% | -1.3%
> COc1cc(OC)c(NC(=O)CCNS(=O)(=O)c2ccc3c(c2)oc(=O)n3C)cc1Cl
  ? | -0.8% | 0.3% | -1.2% | 15.4% | -7.0% | -0.4%&-2.5%

From PubChem
